FID counter: displaces DNA intercalator in HCV helicase counter-screen. AID 1845. 290,000 tested, 0.17% active. inhibition, % at 7.9 µM. DNA fluorescent intercalator displacement, fluorescence; in the data active = inhibition above about 37%;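 also: 0% = vehicle and 100% = reference compound; higher means more ethidium bromide displaced from hairpin DNA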
IMP-1 inh: inhibitors of Pseudomonas aeruginosa IMP-1 metallo-beta-lactamase; 290,000 tested, 0.45% active; purified IMP-1, nitrocefin hydrolysis, epi-absorbance fluorescence; inhibition, % at 5.6 µM;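 active = inhibition above the mean plus 3 SD of all compounds in the same screening run, cut at about 4.5% in these data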;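 also: 0% = IMP-1 with DMSO and 100% = DMSO wells lacking enzyme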
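Test system: recombinant IMP-1 enzyme, purified / Medium: HEPES buffer pH 7.1 with ZnSO4 and Brij 35 / Doses: single dose, 5.6 µM / Times: 25 °C, 15 min preincubation, 25 min reaction / Detection: Epi-absorbance via hydrolysed-nitrocefin quenching of white-plate fluorescence, 480/530 nm, EDTA stop / Evaluation: percent inhibition from optical density relative to buffer-blank wells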
VIM-2 inh: inhibitors of Pseudomonas aeruginosa VIM-2 metallo-beta-lactamase. AID 1527. inhibition, % at 5.6 µM. purified VIM-2, nitrocefin hydrolysis, epi-absorbance fluorescence. 290,000 tested, 0.89% active;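 active = inhibition above the mean of all tested compounds plus 3 SD, cutoff set per screening run, cut at about 7.5% in these data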;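 also: red hydrolysis product quenches plate fluorescence so inhibitors raise well fluorescence; 0% = enzyme with DMSO and 100% = DMSO without enzyme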
HCV NS3 hel inh: inhibitors of Hepatitis C virus NS3 helicase; NS3 helicase DNA unwinding, Cy5 molecular beacon fluorescence; inhibition, % at 10.9 µM; 290,000 tested, 0.56% active;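 active = inhibition above the mean of all tested compounds plus 3 SD, set per campaign, cut at about 35% in these data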;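 also: 0% = DMSO wells and 100% = thioflavine S control wells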
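test system = hepatitis C virus NS3 helicase domain fragment enzyme | reagent = annealed dual-labelled DNA beacon duplex, ATP-started | times = 1 h at 25 °C | detection = Cy5 fluorescence, 0 and 60 min reads | read-out basis = percent inhibition from t60/t0 fluorescence ratio | control set = DMSO and thioflavine S | replication = one well per compound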
MEKK2mut PB1 HTS: signal of MEK5 binding to mutant human MEKK2 PB1 domain. bead flow cytometry, Alexa488-MEK5 binding to MEKK2 mutant. AID 1530. 290,000 tested, 0.35% active. percent response, % at 10 µM; in the data active = percent response above about 24%, passing the limit was not always enough; also: inactives centre near 1; some results filed as inactive read as strong as hits
MEKK2 WT-MEK5: raises or lowers MEK5 binding to wildtype human MEKK2 PB1 domain; Q9Y2U5; bead flow cytometry, Alexa488-MEK5 binding to MEKK2 WT; actives lie on both sides; binding response (% of control), % at 10 µM; 290,000 tested, 1.1% active; AID 1531; in the data active = binding response below about 67% or above about 130%
NALP1 inh: NALP1 inhibition; inhibition, % at 10 µM; 280,000 tested, 0.61% active; S. cerevisiae NALP1/ASC/caspase-1 growth, X-gal OD620, 72 h; in the data active = inhibition mostly above about 24%, no sharp cut-off; inactive = mostly below about 32%; also: some compounds called inactive have numbers as strong as hits
PfM18AAP inh: blocks P. falciparum M18 aspartyl aminopeptidase; recombinant PfM18AAP, H-Glu-NHMec fluorogenic cleavage; inhibition, % at 7.35 µM; 290,000 tested, 1.2% active; AID 1822;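 active = inhibition above the campaign mean inhibition over all tested compounds plus 3 SD, cut at about 28% in these data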;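 also: 0% = plate median of test compound wells and 100% = 2 mM ZnCl2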
SUMO HTRF inh: blocks human SUMOylation mediated by UBC9; P63279; HTRF SUMOylation assay, SAE1/SAE2 + UBC9, in vitro; inhibition, % at 35 µM; 290,000 tested, 0.36% active; in the data active = inhibition above about 50%, passing the limit was not always enough; also: strong numbers were not always called active
Target sequence (P63279 whole entry, looked up): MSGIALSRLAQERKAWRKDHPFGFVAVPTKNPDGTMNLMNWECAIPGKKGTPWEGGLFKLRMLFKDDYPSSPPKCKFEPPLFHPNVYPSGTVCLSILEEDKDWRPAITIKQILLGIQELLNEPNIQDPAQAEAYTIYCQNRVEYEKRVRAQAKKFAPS
An asterisk follows results filed as active; . = not tested or not shown.

SMILES	FID counter	IMP-1 inh	VIM-2 inh	HCV NS3 hel inh	MEKK2mut PB1 HTS	MEKK2 WT-MEK5	NALP1 inh	PfM18AAP inh	SUMO HTRF inh
Cc1cc(C)n2nc(C(=O)Nc3ccc(N4CCOCC4)cc3)nc2n1	0	-2.3	-0.9	4	4	107	8	1	0
O=[N+]([O-])C(/C=C(\Cl)[N+](=O)[O-])=C1N(Cc2ccc(Cl)nc2)CCN1Cc1ccc(Cl)nc1	5	-2.0	-1.2	4	-4	96	-6	-9	16
COc1cccc(CNC(=O)CN2C(=O)CSc3ccc(S(=O)(=O)N4CCCCC4)cc32)c1	-44	-1.1	-4.1	-5	-1	97	8	2	.
Cc1ccc(S(=O)(=O)Nc2ccc(S(=O)(=O)N3CCOCC3)cc2)cc1	-13	-2.0	-2.0	10	4	96	4	10	12
CC(C)c1ccc(NC(=O)c2cc(S(=O)(=O)N3CCCC3)c[nH]2)cc1	-40	-2.9	-1.3	-18	1	96	12	-7	6
Cc1ccccc1NC(=O)CCOc1ccccc1	-8	-1.1	-1.2	1	-6	95	29	-1	-22
Cc1c(C)c2cc(Cl)c(O)c(CN3CCN(C)CC3)c2oc1=O	-1	6.2*	3.8	11	-1	104	14	6	52*
O=C(Nc1ccc(F)cc1)C1CCCN(S(=O)(=O)c2cccc3cccnc23)C1 (stereo not drawn)	-19	-1.4	-1.2	0	3	105	-27	-2	14
Cc1ccc(C(=O)NCCCNCCCN(C)C)cn1	19	-5.0	-6.0	-10	1	104	6	-1	-3
CCOC(=O)C1CCN(S(=O)(=O)c2ccc(-n3cnnn3)c(C)c2)CC1	0	0.4	-2.2	-7	-11	86	29	-5	7
CC1=CC(C)(C)N(C(=O)c2ccccc2)c2ccc(C)cc21	-9	-1.7	0.3	-6	.	.	4	0	-3
Cc1nn(-c2ccc(N3CCOCC3)nn2)c(C)c1CCC(=O)Nc1ccccc1	-22	2.5	-2.1	-3	-7	101	-16	-7	.
CN1CCC(N(C)CC(C)(C)NS(=O)(=O)c2ccccc2)CC1	5	-2.3	-1.4	6	24	113	-2	-1	19
Cc1ccc(OCCn2cnc(Cl)c2Cl)cc1	-7	-0.7	-2.4	6	-6	88	3	-1	11
COc1cccc(NC(=O)CN2C(=O)NC(c3ccccc3)(c3ccccc3)C2=O)c1	-24	-0.9	-1.6	-22	-2	94	8	4	-7
CC1CN(C(=S)Nc2ccccc2)CC(C)O1 (stereo not drawn)	-3	-2.5	-1.0	7	12	113	17	-2	15
Cc1ccc(CCNS(=O)(=O)c2cc3c(cc2C)NC(=O)CO3)cc1	-20	-2.7	-2.3	-25	1	98	8	-2	-8
Cc1ccc(NC(=O)CSc2nc(N)cc(=O)[nH]2)cc1S(=O)(=O)N1CCOCC1	-8	-0.9	-1.4	3	-5	93	12	-1	18
CCOC(=O)N1CCN(C(=O)CCN2C(=O)COc3ccccc32)CC1	-10	-3.8	0.5	1	-5	97	-26	1	-12
COc1ccc(/C=C(/NC(=O)c2ccccc2)C(=O)NCc2ccco2)cc1	-7	-0.7	-1.6	-4	-1	96	1	1	12
Cc1ccn2cc(-c3cccc(NC(=O)CCC(=O)O)c3)nc2c1	-9	-1.1	0.8	2	0	97	-71	-4	2
Cc1cccn2cc(COc3ccc(-c4ccccc4)cc3)nc12	-14	-4.3	-3.3	-11	2	105	4	5	-38
CCOC(=O)C1(Cc2ccc(OC)cc2)CCN(C(=O)c2cccc3nccnc23)CC1	-32	-0.6	-1.7	7	-4	93	1	2	9
COc1ccc(CC(=O)NC2CCCc3ccccc32)cc1 (stereo not drawn)	-12	-0.4	0.2	14	-11	77	3	-6	9
COc1ccc(-n2nc3c(N)n[nH]c3cc2=O)cc1	-1	-3.0	-3.3	2	-15	71	-3	1	5

Record cards, as listed above. Screens in order: FID counter | IMP-1 inh | VIM-2 inh | HCV NS3 hel inh | MEKK2mut PB1 HTS | MEKK2 WT-MEK5 | NALP1 inh | PfM18AAP inh | SUMO HTRF inh
Profile of CCOC(=O)C1(Cc2ccc(OC)cc2)CCN(C(=O)c2cccc3nccnc23)CC1 = -32 | -0.6 | -1.7 | 7 | -4 | 93 | 1 | 2 | 9
Profile of CC1CN(C(=S)Nc2ccccc2)CC(C)O1 (stereo not drawn) = -3 | -2.5 | -1.0 | 7 | 12 | 113 | 17 | -2 | 15

Sorted by formula weight (rising): some entries from above
SMILES	FID counter	IMP-1 inh	VIM-2 inh	HCV NS3 hel inh	MEKK2mut PB1 HTS	MEKK2 WT-MEK5	NALP1 inh	PfM18AAP inh	SUMO HTRF inh
CC1CN(C(=S)Nc2ccccc2)CC(C)O1 (stereo not drawn)	-3	-2.5	-1.0	7	12	113	17	-2	15
Cc1ccccc1NC(=O)CCOc1ccccc1	-8	-1.1	-1.2	1	-6	95	29	-1	-22
COc1ccc(-n2nc3c(N)n[nH]c3cc2=O)cc1	-1	-3.0	-3.3	2	-15	71	-3	1	5
Cc1ccc(C(=O)NCCCNCCCN(C)C)cn1	19	-5.0	-6.0	-10	1	104	6	-1	-3
CC1=CC(C)(C)N(C(=O)c2ccccc2)c2ccc(C)cc21	-9	-1.7	0.3	-6	.	.	4	0	-3
COc1ccc(CC(=O)NC2CCCc3ccccc32)cc1 (stereo not drawn)	-12	-0.4	0.2	14	-11	77	3	-6	9
Cc1cccn2cc(COc3ccc(-c4ccccc4)cc3)nc12	-14	-4.3	-3.3	-11	2	105	4	5	-38
Cc1ccc(CCNS(=O)(=O)c2cc3c(cc2C)NC(=O)CO3)cc1	-20	-2.7	-2.3	-25	1	98	8	-2	-8
CC(C)c1ccc(NC(=O)c2cc(S(=O)(=O)N3CCCC3)c[nH]2)cc1	-40	-2.9	-1.3	-18	1	96	12	-7	6
COc1ccc(/C=C(/NC(=O)c2ccccc2)C(=O)NCc2ccco2)cc1	-7	-0.7	-1.6	-4	-1	96	1	1	12
Cc1ccc(S(=O)(=O)Nc2ccc(S(=O)(=O)N3CCOCC3)cc2)cc1	-13	-2.0	-2.0	10	4	96	4	10	12
Cc1nn(-c2ccc(N3CCOCC3)nn2)c(C)c1CCC(=O)Nc1ccccc1	-22	2.5	-2.1	-3	-7	101	-16	-7	.
O=C(Nc1ccc(F)cc1)C1CCCN(S(=O)(=O)c2cccc3cccnc23)C1 (stereo not drawn)	-19	-1.4	-1.2	0	3	105	-27	-2	14
COc1cccc(NC(=O)CN2C(=O)NC(c3ccccc3)(c3ccccc3)C2=O)c1	-24	-0.9	-1.6	-22	-2	94	8	4	-7
Cc1ccc(NC(=O)CSc2nc(N)cc(=O)[nH]2)cc1S(=O)(=O)N1CCOCC1	-8	-0.9	-1.4	3	-5	93	12	-1	18
O=[N+]([O-])C(/C=C(\Cl)[N+](=O)[O-])=C1N(Cc2ccc(Cl)nc2)CCN1Cc1ccc(Cl)nc1	5	-2.0	-1.2	4	-4	96	-6	-9	16
COc1cccc(CNC(=O)CN2C(=O)CSc3ccc(S(=O)(=O)N4CCCCC4)cc32)c1	-44	-1.1	-4.1	-5	-1	97	8	2	.

Going on with the list.
SMILES	FID counter	IMP-1 inh	VIM-2 inh	HCV NS3 hel inh	MEKK2mut PB1 HTS	MEKK2 WT-MEK5	NALP1 inh	PfM18AAP inh	SUMO HTRF inh
Cc1ccc2c(nc3s/c(=C\c4ccc(-c5ccccc5C(=O)O)o4)c(=O)n32)c1C	15	2.0	1.4	44*	-4	92	12	6	29
COc1cc(NS(=O)(=O)c2ccc(NC(=O)CN3C(=O)c4ccccc4C3=O)cc2)nc(OC)n1	-11	-1.3	-2.4	4	-12	93	7	-3	2
O=C(OCC(=O)N1CCN(C(=O)c2ccco2)CC1)c1cc(-c2ccco2)nc2ccccc12	-17	1.0	15*	6	6	102	10	2	43
COc1ccc(CC(=O)OCC(=O)c2ccc(OC)cc2)cc1	-11	-2.1	-3.9	9	-3	95	30	4	-5
COc1ccccc1-c1noc(-c2cccs2)n1	-3	-0.8	-0.9	-3	-2	97	-2	2	4
CN(Cc1cn(C)nc1-c1cccc(Cl)c1)Cc1nccn1C	12	-1.9	-1.9	12	-16	89	.	-5	9
Cc1cccc(C2c3[nH]c4ccccc4c3CCN2C(=O)c2nn(C)c(=O)c3ccccc23)n1 (stereo not drawn)	-36	0.6	1.7	11	-21	62	2	8	-12
NC(=S)N/N=C\c1ccc(-c2cccc(Cl)c2Cl)o1	-7	-2.4	-4.5	4	1	96	21	-6	24
CCOC(=O)c1c(NC(=O)CSc2nnnn2-c2ccc(OC)cc2)sc(C)c1C	-2	0.6	-1.8	8	3	100	-11	-30	-4
Cc1noc(C)c1C(=O)OCC(=O)Nc1cc(Cl)ccc1Oc1ccccc1	-2	-3.0	-4.4	-3	2	97	12	-7	18
CCCc1cc(N2CCCC2)n2nc(C)c(-c3ccccc3)c2n1	-2	-2.3	-4.8	5	3	107	32	4	6
O=C(NCCc1ccccn1)c1cncc(Br)c1	-7	-3.4	-0.9	12	1	97	15	-5	12
CCN(CC)C(=O)COC(=O)c1ccc(O)cc1	-1	-2.4	-0.9	-2	-2	95	28	-11	8
Clc1ccccc1CSc1nnc(-c2ccccn2)n1Cc1ccco1	-30	-2.5	-3.6	0	-1	93	4	-57	7
C=CCn1c(SCC(=O)Nc2ccc3c(c2)OCO3)nnc1-c1ccccc1	-15	-1.0	-0.4	-2	-9	96	-29	-2	21
COc1ccc(O[C@H]2C=C[C@@H](c3ccccc3)O[C@@H]2COC(=O)CC/C(C)=N/O[C@@H](C)CN2CCCCc3nc(C)c(C)cc32)cc1	-6	-1.8	-5.4	-60	0	112	28	1	-19
O=C(/C=C/c1ccc(-c2ccccc2[N+](=O)[O-])o1)c1ccc(Br)cc1	-4	0.2	-5.2	26	1	93	31	8	13
Cc1c(CCOC(=O)C23CC4CC(CC(C)(C4)C2)C3)sc[n+]1Cc1ccccc1	22	-0.8	0.4	-77	0	113	12	-6	14
CCCCC(O)(c1ccc(OC)cc1)C(CN1CCOCC1)c1ccccc1 (stereo not drawn)	-13	-0.3	0.5	-28	0	98	13	-8	-2
CCN(CC)CCCN=Cc1c(O)n(-c2c(C)cccc2C)c(=O)c2ccccc12	12	-3.8	-2.0	-6	9	110	4	1	13
O=C(Nc1nnc(SCc2c(Cl)cccc2Cl)s1)C1CC(=O)N(c2ccc3c(c2)OCCO3)C1 (stereo not drawn)	-6	0.7	1.7	11	-4	92	-25	-3	21
NC(=O)C1CCN(Cc2nc(-c3ccccc3)no2)CC1	-2	-2.2	-1.7	-2	5	101	-11	-6	11
O=C1N/C(=N/O)S/C1=C\c1ccccc1-n1cccn1	-1	-1.7	1.6	-6	-7	90	-6	2	10
CCN(CC)C(=O)Cn1cc(S(=O)(=O)CC(=O)N2CC(C)OC(C)C2)c2ccccc21 (stereo not drawn)	-19	-0.4	-0.2	-3	5	103	-2	6	-4
O=C(O)c1ccc(CNC(=O)c2ccc3c(c2)OCCO3)cc1	0	-4.3	-2.2	5	-1	97	-18	4	11
COc1ccc([C@H]2CC(=O)c3c(O)cc(O)cc3O2)cc1O	-5	-1.4	0.5	2	1	104	1	4	15
N#Cc1nc(-c2ccco2)oc1NCCCn1ccnc1	-4	-4.1	26*	8	5	107	12	5	16

An unsorted share of the library; 4.7% or so of the library scored in one or more.
